High-throughput results: PubChem BioAssay, National Center for Advancing Translational Sciences (NCATS)
Pol kappa inh – qHTS for Inhibitors of Polymerase Kappa. DNA polymerase kappa (Homo sapiens), Q9UBT6. purified Pol kappa, fluorescent DNA synthesis assay, 10 min. Potency, µM (highest dose often 107 µM), inactives show at the top dose activity, negative = inhibition, most hits filed as inhibitors. hit rate 0.53% among 400,000. AID 588579, 2011; further: potency means the concentration at half of the fitted maximal effect; on the % scale 0 is the no-effect control and ±100 the full control effect
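Readout: fluorescence, taken kinetically at 0 and 10 min. Conditions: 10 nM Pol kappa, 15 min RT compound preincubation, 50 nM substrate final. Controls: enzyme-free buffer wells.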
BLM helicase inh – qHTS Assay for Inhibitors of Bloom's syndrome helicase (BLM). recombinant BLM DNA unwinding, fluorescence dequenching. Potency, µM (top dose mostly 56.1 µM), for inactives: at the top dose activity change, negative = inhibition, hits mostly inhibitors. hit rate 0.2% among 350,000;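 further: potency means the concentration at half of the fitted maximal effect; plate controls were vehicle for no effect and no enzyme for full effect; nearly all actives have a fitted effect of over 35% in size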
LDHA inh – qHTS assay for inhibitors of human lactate dehydrogenase | L-lactate dehydrogenase A chain (Homo sapiens), P00338 | purified LDHA, NADH/diaphorase-resazurin fluorescence; stronger effect = lower value | hit rate 0.15% among 480,000 | AID 1347041, 2019 | activity change, % (values are at about 110 or 230 µM); in the data active means activity change below about -30%; inconclusive means mostly about -25% to -30%;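 further: plate controls were DMSO wells for no effect and wells without enzyme for full effect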
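Human LDH5 at 2 nM final in Tris HCl pH 7.4 with 0.06 mM NADH and 0.2 mM pyruvate, reacted 5 minutes at room temperature. Remaining NADH coupled via diaphorase/resazurin; resorufin fluorescence read at 0 and 20 minutes, normalized to enzyme-free and DMSO wells.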
Glioma ERSR ind – qHTS for Inducers of the Endoplasmic Reticulum Stress Response (ERSR) in Human Glioma: qHTS; hit rate 0.02% among 420,000; Potency, µM, for the others: at the top dose activation, hits mostly activators; U87-MG GRP78 promoter luciferase reporter, 16 h; further: potency means the concentration at half of the fitted maximal effect; series mostly up to about 76 µM; % of control where 0% means no effect; nearly all actives have a fitted effect of over 35% in size
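ERSR induction read as luciferase luminescence (Bright-Glo, 10 min at room temperature) in stably transfected human U87-MG glioma cells exposed to compounds for 16 h, using GRP78 as sensor.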
Pol eta inh – qHTS for Inhibitors of Polymerase Eta; recombinant Pol eta, fluorescent DNA replication assay; Potency, µM (top dose mostly 114 µM), inactives show at the top dose activity change, negative = inhibition, hits mostly inhibitors; hit rate 1.2% among 390,000; further: potency means the concentration at half of the fitted maximal effect; on the % scale 0 is the no-effect control and ±100 the full control effect
Target sequence (Q9Y253 whole entry, looked up): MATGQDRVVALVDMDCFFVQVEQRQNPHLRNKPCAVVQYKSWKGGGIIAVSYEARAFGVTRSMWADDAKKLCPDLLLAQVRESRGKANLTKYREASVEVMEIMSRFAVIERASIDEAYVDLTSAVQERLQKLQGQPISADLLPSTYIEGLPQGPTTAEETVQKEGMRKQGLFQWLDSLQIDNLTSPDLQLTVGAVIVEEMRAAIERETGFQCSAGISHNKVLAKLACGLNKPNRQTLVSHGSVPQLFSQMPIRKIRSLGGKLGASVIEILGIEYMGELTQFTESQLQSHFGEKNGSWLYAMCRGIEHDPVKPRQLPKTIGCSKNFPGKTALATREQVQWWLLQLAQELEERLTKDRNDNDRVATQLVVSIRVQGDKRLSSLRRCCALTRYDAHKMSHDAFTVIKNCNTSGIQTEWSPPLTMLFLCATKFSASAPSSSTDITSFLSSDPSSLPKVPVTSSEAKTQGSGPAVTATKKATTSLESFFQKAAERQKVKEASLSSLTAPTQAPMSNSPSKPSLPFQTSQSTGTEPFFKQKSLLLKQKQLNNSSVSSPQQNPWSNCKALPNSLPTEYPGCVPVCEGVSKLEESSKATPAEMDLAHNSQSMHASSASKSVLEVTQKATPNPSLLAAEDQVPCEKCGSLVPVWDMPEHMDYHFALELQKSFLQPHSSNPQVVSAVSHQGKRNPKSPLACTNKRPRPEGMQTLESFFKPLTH
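Fluorescent replication assay: 50 nM final substrate added after a 15 min room-temperature compound preincubation with 10 nM enzyme. Signal taken at 0 min and again at 10 min.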
Apoferritin bind – qHTS Assay for Identification of Novel General Anesthetics; Ferritin light chain (Equus caballus), P02791; AID 485281, 2010; Potency, µM (doses to about 77.5 µM), for the others: at the highest dose activity change, negative = displacement, actives largely listed as inhibitors; apoferritin/1-aminoanthracene competitive binding, fluorescence; hit rate 0.074% among 350,000; further: potency means the concentration at half of the fitted maximal effect; on the % scale 0 is the no-effect control and ±100 the full control effect; nearly all actives have a fitted effect of over 20% in size
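In PBS, apoferritin at 10 uM is loaded with 1-AMA from a 50% saturated solution. After 10 min of compound exposure at ambient temperature, reduced 535 nm fluorescence indicates probe displacement.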
Pol beta inh – qHTS Assay for Inhibitors of DNA Polymerase Beta; P06746; Pol beta primer extension/strand displacement, fluorescence kinetic; Potency, µM (series often up to 114 µM), inactives show top-dose activity change, negative = inhibition, hits mostly inhibitors; hit rate 1.3% among 340,000; AID 485314, 2010; further: potency means the concentration at half of the fitted maximal effect; on the % scale 0 is the no-effect control and ±100 the full control effect
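Curves were derived by four-parameter Hill fits of normalized qHTS data. The kinetic fluorescent primer-extension read was taken at 0 and 10 min after 50 nM substrate, following a 15 min room-temperature preincubation of 10 nM enzyme with compounds.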
Pol iota inh – qHTS for Inhibitors of Polymerase Iota; Pol iota fluorescent replication assay, 10 min; hit rate 1% among 390,000; Potency, µM (doses to about 115 µM), inactives show at the highest dose activity, negative = inhibition, hits mostly inhibitors; further: potency means the concentration at half of the fitted maximal effect
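Pol iota at 10 nM preincubated 15 min with compounds at room temperature; reaction started with fluorescent substrate, 50 nM final. Fluorescence read kinetically at 0 and 10 min; buffer-only wells as negative control.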
APE1 inh – qHTS Assay for Inhibitors of the Human Apurinic/apyrimidinic Endonuclease 1 (APE1); Potency, µM (series often up to 65.8 µM), without a hit: at the highest dose activity change, negative = inhibition, hits mostly inhibitors; recombinant APE1, TAMRA/BHQ-2 abasic DNA cleavage fluorescence; AID 2517, 2012; hit rate 0.35% among 350,000;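 further: potency means the concentration at half of the fitted maximal effect; plate controls were vehicle for no effect and reference inhibitor for full effect; nearly all actives have a fitted effect of over 55% in size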
Target sequence (P27695 whole entry, looked up): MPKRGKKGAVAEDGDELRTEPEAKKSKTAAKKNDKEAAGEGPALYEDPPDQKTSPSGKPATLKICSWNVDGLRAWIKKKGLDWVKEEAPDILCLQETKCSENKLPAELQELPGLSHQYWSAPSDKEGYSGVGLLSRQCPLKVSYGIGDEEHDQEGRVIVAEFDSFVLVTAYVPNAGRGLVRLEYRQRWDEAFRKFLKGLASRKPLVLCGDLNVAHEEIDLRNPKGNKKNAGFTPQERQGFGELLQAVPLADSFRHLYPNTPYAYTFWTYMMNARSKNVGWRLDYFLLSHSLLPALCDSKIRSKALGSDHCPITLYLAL
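Measures dequenching upon AP-site incision of a 5'-TAMRA/3'-BHQ-2 THF-containing duplex, 50 nM; human APE1 0.75 nM after 15 min room-temperature exposure to compound; kinetic three-point read at one-minute spacing.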
* = called active by the depositor; ? = inconclusive; . = not tested or not shown; & = joins results of further samples; [ ] = another dose, or the depositor's remark. Unless noted, the call rests on the fitted dose curve; in most records, active means well fitted curve in the direction sought with a large enough effect; inconclusive means small, poorly fitted or top-dose-only effect, or another doubt; inactive means no such curve, though single readings can be large; an effect the other way counts as inactive or inconclusive. Only part of the results is shown; the hit share may differ from the screen's.

Structure	Pol iota inh	Apoferritin bind	Glioma ERSR ind	Pol eta inh	LDHA inh	Pol kappa inh	BLM helicase inh	Pol beta inh	APE1 inh
O=C(CCCN1C(=O)/C(=C/c2ccco2)SC1=S)Nc1cccc(C(=O)O)c1	14µM*	4%	-5%	20µM*	14	22µM*	?	3.2µM*	7.9µM*
O=C(CCc1nnc(Cc2ccc3c(c2)OCO3)o1)N(CC1CCC1)CC1CCCO1 (stereo unspecified)	?	-12%	-5%	-9%	0	8%	-4%	-18%	-2%
Clc1ccc(-c2nc3n(n2)Cc2ccccc2-3)cc1	-3%	1%	-8%	?	-2	9%	-7%	?	1%
COc1ccc(S(=O)(=O)N(CC(N)=O)C2CCCCC2)cc1Cl	5%	-18%	-4%	-10%	-10	-12%	-3%	8%	1%
CCc1nnc(NS(=O)(=O)c2ccc(N/C=C\C(=O)c3ccc(C)cc3)cc2)s1	-2%	-8%	2%	-8%	-5	-4%	-1%	27%	-4%
CN(C)CCNC(=O)Nc1ccc([N+](=O)[O-])cc1	31%[activator]	-11%	-1%	-19%	-3	-2%	5%	45%[activator]	12%
CC(=O)c1c(N2CCCCC2)nc(=S)n(Cc2ccccc2)c1C	-3%	-22%	-2%	1%	-8	-6%	1%	2%	-2%
O=S(=O)(c1cccc(Cn2nnc(-c3ccccc3)n2)c1)N1CCOCC1	-5%	.	-3%	-10%	-5	3%	.	.	10%
CN(C(=O)Cn1c(=O)oc2ccccc21)C1CCCCC1	10%	.	-3%	-24%	0	-20%	.	.	18%
Cc1ccc(-n2nnnc2SCC(=O)Nc2ccc(N3CCN(C)CC3)cc2)c(C)c1	-6%	-16%	-5%	-6%	0	-4%	1%	7%	37%
CCc1cc2c(=O)oc(-c3ccc(F)cc3)nc2s1	15%	-18%	0%	-22%	-7	-9%	-5%	20%	-3%
Cn1c(=O)[nH]c(=O)c2c1nc(CN1CCOCC1)n2Cc1ccc(F)cc1	10%	-6%	-1%	-12%	-5&2	1%	0%	2%	-1%
Cc1cc(-c2nnc(SCC(=O)Nc3ccccc3F)n2N)n[nH]1	-8%	-5%	3%	15%	-7	-12%	0%	30%	-1%
OCCC1CN(Cc2cnc(N3CCCC3)s2)CCN1Cc1ccccc1 (stereo unspecified)	-7%	-8%	1%	-4%	-1	-5%	-5%	40%	1%
Cc1cc(NC(=O)Cc2ccccc2C)no1	10%	-12%	1%	-8%	-1	6%	0%	5%	-12%
O=C(Cc1ccc2c(c1)OCCO2)N/N=C/c1ccco1	-17%	.	-5%	-6%	-2	-3%	.	.	16%
COc1ccc(C(=O)N(C)CC(O)c2ccccc2)cc1OC1CCN(C(C)=O)CC1 (stereo unspecified)	48%	-5%	7%	-15%	-4	-3%	-1%	1%	40%
COc1cc2c(cc1OC)CN(C(=O)c1cc(S(=O)(=O)N3CCOCC3)ccc1Cl)CC2	11%	-8%	-1%	3%	9	-15%	-7%	7%	-1%
O=C(NCC(O)c1ccccc1)Nc1cccs1 (stereo unspecified)	7%	-1%	8%	-1%	-2	4%	-6%	34%	9%
COc1ccc(C2=NN(C(=O)CCC(=O)O)C(c3ccc(OC)c(OC)c3)C2)cc1 (stereo unspecified)	78%[activator]	-2%	-6%	9%	-1	-17%	-1%	31%	26%
Cc1cccc(NC(=O)CSCc2cc(=O)n3nc(C4CC4)sc3n2)c1	13%	-4%	-3%	5%	1	8%	-7%	7%	23%
CC(=O)c1ccc(N2CCN(C(=O)COc3ccc4c(c3)CCC4)CC2)cc1	79µM*	?	-3%	56µM*	-3	?	-26%	10µM*	-24%
COc1ccc(NC(=S)N2CCN(C(=O)c3ccccc3)CC2)cc1	113%[activator]	-5%	-2%	-26%	0	-4%	-1%	15%	-10%
Cc1ccc(C)c(NC(=O)CN(C)S(=O)(=O)c2cccc3cccnc23)c1	-23%&25%	1%&-16%	-1%&-3%	-12%&-19%	-9&-11	-1%&-5%	-2%&-1%	-20%&-23%	2%
COc1ccc(Br)cc1CNC(=O)c1cnc2sc(N3CCCC3)nn2c1=O	32%[activator]	2%	0%	-14%	-6	-10%	2%	10%	.

Next section
Structure	Pol iota inh	Apoferritin bind	Glioma ERSR ind	Pol eta inh	LDHA inh	Pol kappa inh	BLM helicase inh	Pol beta inh	APE1 inh
Cc1ccc(CNC(=O)c2c[nH]n3c(=O)c(Cc4ccc(Cl)cc4)c(C)nc23)cc1	-11%	-24%	-3%	?	-16	-6%	-11%	?	.
CN(C)/C(CN1CCOCC1)=C1\N=C(c2ccccc2)OC1=O	-12%[58.9 µM]	-21%	3%	-3%	-4	-31%	0%	42%	0%
CCCCN(CCCC)Cc1ccc(C(=O)NN)o1	28%	-14%	-3%	-8%	-1	10%	0%	25%	14%
COc1ccc(NC(=O)C(=O)NCC(c2ccco2)N2CCc3ccccc3C2)cc1 (stereo unspecified)	18%	.	-4%	-16%	1	-4%	.	.	-17%
CCOC(=O)c1ccccc1-c1csc(N)n1	40%[activator]	-4%	-4%	-1%	-5	-14%	-12%	14%	14%
COc1ccccc1OCCn1cc(/C=C(\C#N)C(=O)NCc2ccco2)c2ccccc21	5%	-3%	-5%	-9%	-2	-17%	-3%	0%	2%
O=C(NCCNc1nccc(C(F)(F)F)n1)c1cccc(C(F)(F)F)c1	97%[activator]	-5%	-3%	-9%	-2	-5%	-6%	0%	14%
CC(C)(C)OC(=O)NC(Cc1ccccc1)C(=O)O (stereo unspecified)	9%	1%	-7%	-4%	-9	-1%	-3%	15%	1%
COc1ccc(OC)c(C(=O)c2coc3ccc(OC)cc23)c1	-15%	?	-6%	-13%	-1	5%	-7%	-9%	8%
CCOc1ccc2c(c1)c(=O)c(S(=O)(=O)c1ccccc1)cn2CC(=O)Nc1ccccc1OC	24%	-15%	-2%	-22%	-11	-6%	-5%	-1%	.
CCOC(=O)c1cc(-c2ccc3c(c2)OCCO3)n[nH]1	?	-22%	-7%	-9%	-1	-9%	4%	24%	5%
O=C(CNc1cccc2ccccc12)N/N=C/c1ccc([N+](=O)[O-])o1	-17%	?	3%	14%	4	-6%	-12%	-12%	7%
CC(C)C(=O)Nc1nnc2n1CCS2	19%	0%	-4%	-18%	-3	-2%[60.1 µM]	0%	22%	.
COc1cccc(Oc2cn[nH]c2-c2ccc(OCC(=O)NN)cc2O)c1	?	-17%	-1%	-6%	0	-27%	-11%	-4%	7%
CCCN1C2CCCC1CC(NC(=O)NC1CCCCC1)C2 (stereo unspecified)	19%	-8%	1%	-13%	-4	-4%	38%[activator]	24%	3%
NNC(=O)c1ccc(Cn2cccn2)o1	24%	-3%	4%	-18%	6	5%	0%	0%	-1%
CCOC(=O)c1c(C)n(C)c2ccc(O)c(S(=O)(=O)c3ccccc3)c12	-1%	6%	-5%	1%	8	-8%	-15%	10%	1%
Cc1cccc(-n2c(SCC(=O)c3ccccc3)nnc2-c2ccc(Br)cc2)c1	5%	?	-1%	-14%	3	2%[60.1 µM]	-7%	0%	.
CN1C(C(=O)Nc2cccc(O)c2)=CC(c2cccs2)=NS1(=O)=O	-4%&5%	-23%&0%	0%&-5%	-21%&-16%	2&-4	5%&-3%	-5%&-3%	0%&8%	33%
O=C(COc1ccccc1)Nc1ccc(-c2nnc(-c3ccco3)o2)cc1	11%	-9%	-5%	?	-1	-12%	-3%	26%	-1%
CN(C)C(=O)CCc1ccc2c3c([nH]c2c1)[C@]1(C)[C@@H](C(=O)N2CCCCC2)C[C@H](CC(=O)NCc2ccco2)C(=O)N1CC3	28%	.	-3%	-19%	1	6%	.	.	-12%
CCC(=O)N1CCc2cc(S(=O)(=O)NC(CC(C)C)C(=O)N3CCc4ccccc43)ccc21 (stereo unspecified)	16%	-4%	-3%	-4%	1	-2%	-2%	3%	16%
Cc1ccc(C(=O)NCc2ccco2)cc1Br	-17%	?	4%	-3%	9	-2%	1%	4%	2%
CCOC(=O)COc1cccc2c(=O)n(CC(N)=O)ccc12	-2%	1%	-2%	-12%	-4	-9%	-2%	10%	22%
Cc1ccc(NC(=O)CSc2nc3ccccc3nc2N2CCOCC2)c(C)c1	17%	-15%	-4%	-14%	-2	11%	0%	-19%	9%

Results in BLM helicase inh (three entries from above):
canonical_smiles | BLM helicase inh
CCOC(=O)c1ccccc1-c1csc(N)n1 | -12%
COc1ccccc1OCCn1cc(/C=C(\C#N)C(=O)NCc2ccco2)c2ccccc21 | -3%
O=C(NCCNc1nccc(C(F)(F)F)n1)c1cccc(C(F)(F)F)c1 | -6%

Later entries.
Structure	Pol iota inh	Apoferritin bind	Glioma ERSR ind	Pol eta inh	LDHA inh	Pol kappa inh	BLM helicase inh	Pol beta inh	APE1 inh
CC1=CC2=NC(=O)CC(C)(C(=O)N(CC(=O)NC(C)(C)C)Cc3cccs3)N2C=C1 (stereo unspecified)	25%	-15%	-4%	-2%	-2	-4%	0%	11%	0%
Cc1ccc(C2CCN(C(=S)NC(C)(C)C)C2)cc1 (stereo unspecified)	15%	-19%	5%	-13%	-3	-12%	-12%	-3%	?
O=C(CCC(=O)N/N=C/c1ccco1)N/N=C/c1ccco1	121%[activator]	-6%	-2%	-14%	-5	-4%	-4%	-11%	-1%
COc1cc(-c2noc(-c3ccc(NCc4ccco4)c([N+](=O)[O-])c3)n2)cc(OC)c1OC	-9%	-5%	1%	-13%	-5	-12%	-10%	-10%	.
